NSD2 inh = inhibitors of human NSD2, primary screen, biochemical, plate reader, single point | NSD2-SET H3K36me1 DELFIA fluorescence | inhibition, % at 12.5 µM | 44,000 tested, 0.07% active | AID 624260, 2012; in the data active = inhibition above about 54%, passing the limit was not always enough;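 also: inhibitors reduce the monomethyl H3K36 fluorescence signal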
* hit, by the source's call.

SMILES	NSD2 inh
C[C@H]1CN([C@@H](C)CO)S(=O)(=O)c2ccc(C#CC3CC3)cc2O[C@H]1CN(C)C(=O)Cc1ccncc1	7
CCOC(=O)NCC(Cc1ccc(OCCc2nc(-c3ccccc3)oc2C)cc1)N/C(C)=C/C(=O)c1ccc(C(F)(F)F)cc1 (centres undefined)	-9
Cc1ccc(S(=O)(=O)Nc2ccc3c(c2)C(=O)N([C@H](C)CO)C[C@@H](C)[C@H](CN(C)Cc2ccc(-c4ccccc4)cc2)O3)cc1	-2
C[C@@H]1CN([C@@H](C)CO)C(=O)c2cc(N(C)C)ccc2O[C@@H](C)CCCCO[C@@H]1CN(C)C(=O)CCCN(C)C	8
CN1CCN(CCc2ccc(Cl)c(Cl)c2)CC1	0
C[C@@H]1CN([C@@H](C)CO)C(=O)c2cc(-c3ccc(C#N)cc3)cnc2O[C@H]1CN(C)C(=O)c1cccnc1	3
C[C@@H]1CN([C@H](C)CO)S(=O)(=O)c2ccc(C3=CCCCC3)cc2O[C@@H]1CN(C)C(=O)Cc1ccccc1	-1
C[C@@H]1CN([C@H](C)CO)C(=O)Cc2cc(NC(=O)CCN3CCOCC3)ccc2O[C@@H]1CN(C)C(=O)NC1CCCCC1	14
COc1ccc(NC(=O)N(C)C[C@@H]2Oc3ccc(NC(=O)C4CC4)cc3CC(=O)N([C@H](C)CO)C[C@@H]2C)cc1	-2
C[C@@H]1CCCCO[C@@H](CN(C)Cc2ccc(Cl)c(Cl)c2)[C@H](C)CN([C@H](C)CO)C(=O)c2cc(NC(=O)Cc3ccccc3)ccc2O1	6
C[C@@H]1CCCCO[C@H](CN(C)C(=O)NC2CCCCC2)[C@@H](C)CN([C@H](C)CO)C(=O)c2cc(NS(=O)(=O)c3ccc(F)cc3)ccc2O1	1
COc1ccc(CN(C)C[C@@H]2Oc3c(NC(=O)c4ccncc4)cccc3C(=O)N([C@H](C)CO)C[C@H]2C)cc1	-7
C[C@@H]1CN([C@H](C)CO)C(=O)c2cc(NS(=O)(=O)c3ccc(F)cc3)ccc2O[C@@H](C)CCCCO[C@H]1CN(C)C(=O)Nc1ccccc1	-1
C[C@H](CO)N1C[C@H](C)[C@H](CN(C)C(=O)Nc2cccc3ccccc23)Oc2c(NC(=O)Nc3cccc4ccccc34)cccc2C1=O	-4
COc1ccc(CN(C)C[C@@H]2Oc3ccc(NS(=O)(=O)c4ccc(OC)cc4)cc3CC(=O)N([C@@H](C)CO)C[C@H]2C)cc1	-12
C[C@@H]1CN([C@H](C)CO)C(=O)Cc2cc(NS(=O)(=O)c3cccs3)ccc2O[C@H]1CN(C)C(=O)Nc1cccc2ccccc12	-2
CC(C)NC(=O)N(C)C[C@@H]1OCCCC[C@H](C)Oc2ccc(NC(=O)Nc3ccc(C(F)(F)F)cc3)cc2C(=O)N([C@H](C)CO)C[C@@H]1C	-8
CCC(=O)N(C)C[C@H]1Oc2ncc(C#Cc3ccncc3)cc2C(=O)N([C@@H](C)CO)C[C@H]1C	3
C[C@@H]1CN([C@H](C)CO)C(=O)c2cc(-c3cccc(F)c3)cnc2O[C@@H]1CN(C)Cc1cccc(F)c1	5
CC(C)CC#Cc1cnc2c(c1)C(=O)N([C@@H](C)CO)C[C@@H](C)[C@@H](CN(C)C(=O)c1ccc(F)cc1)O2	-7

Four entries drawn at random from the list so far, as already listed:
SMILES	NSD2 inh
C[C@@H]1CN([C@@H](C)CO)C(=O)c2cc(N(C)C)ccc2O[C@@H](C)CCCCO[C@@H]1CN(C)C(=O)CCCN(C)C	8
C[C@@H]1CN([C@H](C)CO)C(=O)c2cc(-c3cccc(F)c3)cnc2O[C@@H]1CN(C)Cc1cccc(F)c1	5
C[C@@H]1CCCCO[C@H](CN(C)C(=O)NC2CCCCC2)[C@@H](C)CN([C@H](C)CO)C(=O)c2cc(NS(=O)(=O)c3ccc(F)cc3)ccc2O1	1
C[C@@H]1CCCCO[C@@H](CN(C)Cc2ccc(Cl)c(Cl)c2)[C@H](C)CN([C@H](C)CO)C(=O)c2cc(NC(=O)Cc3ccccc3)ccc2O1	6

(listing goes on)
SMILES	NSD2 inh
CNC[C@@H]1OCCCC[C@@H](C)Oc2ccc(NC(=O)C3CCCCC3)cc2C(=O)N([C@@H](C)CO)C[C@H]1C	3
COc1ccc(NC(=O)Nc2ccc3c(c2)C(=O)N([C@@H](C)CO)C[C@@H](C)[C@@H](CN(C)CC2CCCCC2)OCCCC[C@H](C)O3)cc1	3
C[C@H](CO)N1C[C@H](C)[C@H](CN(C)S(=O)(=O)c2ccccc2)Oc2ncc(-c3cccc(C(=O)N(C)C)c3)cc2C1=O	-3
COc1ccc(CN(C)C[C@H]2OCCCC[C@H](C)Oc3ccc(N(C)C)cc3C(=O)N([C@@H](C)CO)C[C@@H]2C)cc1	-1
COc1ccc(NC(=O)Nc2ccc3c(c2)C(=O)N([C@H](C)CO)C[C@H](C)[C@H](CN(C)S(=O)(=O)c2cn(C)cn2)OCCCC[C@@H](C)O3)cc1	1
C[C@@H]1CCCCO[C@@H](CN(C)C(=O)c2ccncc2)[C@H](C)CN([C@H](C)CO)C(=O)c2cc(N(C)C)ccc2O1	3
COc1ccc(S(=O)(=O)Nc2cccc3c2O[C@@H](CN(C)Cc2ccccc2)[C@H](C)CN([C@@H](C)CO)C3=O)cc1	-4
Cc1c(N(C)CS(=O)(=O)O)c(=O)n(-c2ccccc2)n1C	-6
C=C/C=C/[C@@H]1C(=C)CN2[C@H]1[C@H](Cc1ccccc1)OC(=O)C21CCCC1	-2
C[C@H](CO)N1C[C@H](C)[C@H](CN(C)C(=O)Nc2ccc(C(F)(F)F)cc2)Oc2ccc(NC(=O)NC3CCCCC3)cc2CC1=O	-10
C[C@@H]1CN([C@@H](C)CO)C(=O)c2cc(-c3cccc(C(=O)N(C)C)c3)cnc2O[C@@H]1CN(C)C(=O)Cc1ccccn1	-3
COc1ccc(CN(C)C[C@@H]2OCCCC[C@H](C)Oc3ccc(NS(=O)(=O)c4ccc(Cl)cc4)cc3C(=O)N([C@@H](C)CO)C[C@@H]2C)cc1	-2
CC(C)NC(=O)Nc1ccc2c(c1)C(=O)N([C@H](C)CO)C[C@@H](C)[C@@H](CN(C)Cc1ccc(Oc3ccccc3)cc1)O2	-6
COc1ccc(S(=O)(=O)N(C)C[C@@H]2Oc3ccc(NS(=O)(=O)c4ccc(Cl)cc4)cc3C(=O)N([C@@H](C)CO)C[C@@H]2C)cc1	-12
COc1ccc(CN(C)C[C@@H]2Oc3c(NC(=O)C4CCCCC4)cccc3C(=O)N([C@@H](C)CO)C[C@@H]2C)cc1	-2
COc1ccc(NC(=O)Nc2ccc3c(c2)[C@H]2C[C@@H](CC(=O)N4CCN(C)CC4)O[C@H](CO)[C@H]2O3)cc1	2
CNC[C@H]1OCCCC[C@@H](C)Oc2ccc(NS(=O)(=O)c3ccc(F)cc3)cc2C(=O)N([C@@H](C)CO)C[C@@H]1C	2
C[C@H](O)C#Cc1ccc2c(c1)O[C@H](CN(C)CC1CC1)[C@@H](C)CN([C@@H](C)CO)S2(=O)=O	4
COc1cc(C2Oc3c(O)ccc([C@@H]4Oc5cc(O)cc(O)c5C(=O)[C@H]4O)c3C2CO)ccc1O (some centres undefined)	1
CSc1cc2c(cc1C(F)(F)F)N(C(=O)Nc1cccnc1)CC2	0

Sorted by number of heavy atoms (highest first): three of the compounds above
SMILES	NSD2 inh
CC(C)NC(=O)Nc1ccc2c(c1)C(=O)N([C@H](C)CO)C[C@@H](C)[C@@H](CN(C)Cc1ccc(Oc3ccccc3)cc1)O2	-6
COc1ccc(NC(=O)Nc2ccc3c(c2)[C@H]2C[C@@H](CC(=O)N4CCN(C)CC4)O[C@H](CO)[C@H]2O3)cc1	2
COc1cc(C2Oc3c(O)ccc([C@@H]4Oc5cc(O)cc(O)c5C(=O)[C@H]4O)c3C2CO)ccc1O (some centres undefined)	1

Next results:
SMILES	NSD2 inh
C[C@@H]1CN([C@H](C)CO)C(=O)c2cc(C#Cc3ccccc3)cnc2O[C@@H]1CN(C)C(=O)c1ccccn1	1
C[C@@H]1CN([C@H](C)CO)C(=O)c2cc(C#Cc3ccccn3)cnc2O[C@@H]1CN(C)CC1CCOCC1	2
CN1CCN(C(=O)C[C@H]2C[C@H]3c4cc(NC(=O)C5CCOCC5)ccc4O[C@H]3[C@H](CO)O2)CC1	-3
C[C@@H]1CCCCO[C@@H](CN(C)C(=O)CCC(F)(F)F)[C@H](C)CN([C@@H](C)CO)C(=O)c2cc(NS(=O)(=O)c3cccs3)ccc2O1	-10
C[C@@H]1CN([C@@H](C)CO)C(=O)c2cc(C#Cc3ccc(F)cc3)cnc2O[C@H]1CN(C)CC1CCOCC1	4
COc1ccc(S(=O)(=O)Nc2ccc3c(c2)C(=O)N([C@H](C)CO)C[C@H](C)[C@@H](CN(C)S(=O)(=O)c2cccs2)O3)cc1	-3
Cc1ccc(S(=O)(=O)N(C)C[C@@H]2Oc3ccc(NS(=O)(=O)c4ccc(Cl)cc4)cc3CC(=O)N([C@H](C)CO)C[C@@H]2C)cc1	-5
C[C@@H]1CN([C@@H](C)CO)C(=O)c2cc(NC(=O)Cn3cnnn3)ccc2O[C@H]1CN(C)S(C)(=O)=O	1
C[C@@H]1CN([C@H](C)CO)C(=O)c2cc(C3=CCCC3)cnc2O[C@@H]1CN(C)C(=O)Nc1ccc(F)cc1	2
C[C@@H]1CN([C@@H](C)CO)S(=O)(=O)c2ccc(C#CCN(C)C)cc2O[C@H]1CN(C)S(C)(=O)=O	1
C[C@H](CO)N1C[C@H](C)[C@H](CN(C)C(=O)CCC(F)(F)F)OCCCC[C@H](C)Oc2ccc(NS(=O)(=O)c3cccs3)cc2C1=O	15
C[C@@H]1CN([C@H](C)CO)C(=O)c2cc(-c3ccc(F)cc3)cnc2O[C@H]1CN(C)C(=O)c1ccccc1F	1
C[C@H]1CN([C@@H](C)CO)C(=O)Cc2cc(NC(=O)Nc3ccccc3)ccc2O[C@H]1CN(C)C(=O)Nc1ccc(C(F)(F)F)cc1	0
CC(C)NC(=O)Nc1ccc2c(c1)C(=O)N([C@H](C)CO)C[C@H](C)[C@H](CN(C)C(=O)Nc1ccc3c(c1)OCO3)O2	2
CCC(=O)N(C)C[C@H]1Oc2ncc(C#Cc3ccc(OC)cc3)cc2C(=O)N([C@H](C)CO)C[C@@H]1C	1
C[C@H](CO)N1C[C@H](C)[C@@H](CN(C)Cc2ccncc2)Oc2c(NS(=O)(=O)c3cccs3)cccc2C1=O	1
O=C(Nc1ccc(F)cc1)Nc1ccc2c(c1)[C@@H]1C[C@H](CC(=O)N3CCOCC3)O[C@H](CO)[C@@H]1O2	-3
C[C@@H]1CCCCO[C@@H](CN(C)Cc2ccc(C(F)(F)F)cc2)[C@@H](C)CN([C@H](C)CO)C(=O)c2cc(N(C)C)ccc2O1	3
C[C@@H]1CN([C@@H](C)CO)C(=O)c2cccc(NC(=O)C3CCCCC3)c2O[C@H]1CN(C)C(=O)Nc1cccc2ccccc12	11
C[C@@H]1CCCCO[C@@H](CN(C)S(=O)(=O)c2ccc(Cl)cc2)[C@@H](C)CN([C@H](C)CO)C(=O)c2cc(NC(=O)Nc3cccc4ccccc34)ccc2O1	6
CC(C)NC(=O)Nc1ccc2c(c1)C(=O)N([C@H](C)CO)C[C@H](C)[C@@H](CN(C)C(=O)c1ccncc1)OCCCC[C@H](C)O2	-3
C[C@H](CO)N1C[C@H](C)[C@H](CN(C)Cc2ccncc2)Oc2ccc(NC(=O)Nc3cccc4ccccc34)cc2CC1=O	1
C[C@@H]1CN([C@@H](C)CO)C(=O)c2cc(-c3ccccc3F)cnc2O[C@H]1CN(C)Cc1ccc(F)cc1	-1
COc1ccc(NC(=O)Nc2ccc3c(c2)C(=O)N([C@@H](C)CO)C[C@H](C)[C@@H](CN(C)S(=O)(=O)c2ccc(OC)cc2)O3)cc1	3
COc1ccc(NC(=O)Nc2ccc3c(c2)C(=O)N([C@@H](C)CO)C[C@H](C)[C@H](CN(C)S(=O)(=O)c2ccc(C)cc2)OCCCC[C@@H](C)O3)cc1	-1
CN(C)c1ccc2c(c1)[C@@H]1C[C@H](CC(=O)O)O[C@@H](CO)[C@@H]1O2	7
C[C@H]1CN([C@@H](C)CO)C(=O)c2cccc(NS(=O)(=O)c3cccs3)c2O[C@H]1CN(C)S(=O)(=O)c1cccs1	-2
C[C@H]1CN([C@@H](C)CO)C(=O)CCCn2cc(nn2)CO[C@H]1CN(C)Cc1ccc2c(c1)OCO2	-53
COc1cccc(-c2cnc3c(c2)C(=O)N([C@H](C)CO)C[C@@H](C)[C@@H](CN(C)Cc2ccccc2)O3)c1	3
COc1ccc(NC(=O)Nc2ccc3c(c2)C(=O)N([C@@H](C)CO)C[C@@H](C)[C@H](CN(C)C)O3)cc1	-3
COc1ccc(NC(=O)N(C)C[C@H]2OCCCC[C@@H](C)Oc3ccc(NS(=O)(=O)c4cccs4)cc3C(=O)N([C@@H](C)CO)C[C@@H]2C)cc1	2
COc1ccc(S(=O)(=O)Nc2ccc3c(c2)C(=O)N([C@@H](C)CO)C[C@@H](C)[C@@H](CN(C)C(=O)Nc2ccccc2)O3)cc1	-8
C[C@H](CCC(=O)O)[C@H]1CCC2C3C(=O)CC4CC(=O)CC[C@]4(C)C3CC(=O)[C@@]21C (some centres undefined)	1
C[C@@H]1CN([C@H](C)CO)C(=O)c2cc(NC(=O)c3ccncc3)ccc2O[C@@H](C)CCCCO[C@H]1CN(C)Cc1ccc(Cl)c(Cl)c1	11
CC(=O)N(C)C[C@@H]1Oc2cc(C#CCC3CCCC3)ccc2S(=O)(=O)N([C@@H](C)CO)C[C@@H]1C	-10
CCCN(C)C[C@@H]1Oc2ncc(-c3cccnc3)cc2C(=O)N([C@H](C)CO)C[C@@H]1C	0
C[C@@H]1CN([C@@H](C)CO)C(=O)c2cccc(NS(=O)(=O)c3ccc(Cl)cc3)c2O[C@@H]1CN(C)C(=O)NC1CCCCC1	2
CC(=O)N1CCN(c2ccc(N)cc2)CC1	-3
C[C@@H]1CN([C@H](C)CO)C(=O)Cc2cc(NC(=O)NC3CCCCC3)ccc2O[C@@H]1CN(C)Cc1ccncc1	9
C[C@@H]1CN([C@H](C)CO)C(=O)c2cccc(NC(=O)Nc3ccc4c(c3)OCO4)c2O[C@H]1CN(C)C(=O)NC1CCCCC1	-2

A portion of the library; count on the stated rates, not on these rows.
